# High-throughput results: PubChem BioAssay, National Center for Advancing Translational Sciences (NCATS)
# PTAP TSG101 blk = blocks PTAP/TSG101 interaction to inhibit HIV-1 budding. Q99816. 340,000 tested, under 10 active. Potency, µM (top dose mostly 115 µM), inactives show at the top dose activity change, negative = inhibition, most hits filed as inhibitors. Fluorescence polarization, FITC-PTAP peptide / Tsg101 binding. AID 493005; active = well fitted inhibition curve with a large enough effect in the main read-out, with a control signal flat, not every such curve was filed as active; inconclusive = small, poorly fitted or top-dose-only effect, or effect the other way, or a change in a side signal; inactive = no such curve, though single readings can be large or run the other way; note: potency is the fitted concentration of half-maximal effect; % of control where 0% means no effect
#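 Steps: Tsg101 binding domain dispensed (10 uM final), compounds pinned in DMSO, FITC-labeled PTAP-motif peptide added (50 nM final); after 20 min binding at room temperature, polarization measured.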
# A-T KAP1 phos = candidate therapy for ataxia-telangiectasia | […] A-T fibroblasts, KAP-1 phosphorylation AlphaLISA; neocarzinostatin DNA damage 30 min before lysis | AID 485349 | Potency, µM (doses to about 57.5 µM), inactives show at the highest dose activation, usual class: activators | 0.19% of 320,000 active; note: potency is the fitted concentration of half-maximal effect; % of control where 0% means no effect; nearly all actives have a fitted effect of over 45% in size
#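 ATM-like activity read as KAP-1 phosphorylation via AlphaLISA donor/acceptor antibody pairs after lysis and 6 hr at 25C. Cells were ATM-null patient fibroblasts ([…], hTERT), dosed 60 min, then exposed to the DSB inducer NCS for 30 min.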
# Menin MLL FP TR = inhibitors of human menin-MLL interaction, mutant MLL peptide | O00255 | 0.23% of 270,000 active | AID 1768 | Potency, µM (doses to about 61.6 µM), without a hit: top-dose FP activity change, negative = inhibition, hits mostly inhibitors | Menin + Texas Red MLL mutant peptide, fluorescence polarization; active = well fitted inhibition curve with a large enough effect in the polarisation, with a control signal flat, not every such curve was filed as active; inconclusive = small, poorly fitted or top-dose-only effect, or effect the other way, or a change in a side signal; inactive = no such curve, though single readings can be large or run the other way; the % refers to the polarisation; note: potency is the fitted concentration of half-maximal effect; % of control where 0% means no effect; many of its hits are not listed in these tables
# Mito fusion yeast = inhibitors of mitochondrial division or activators of mitochondrial fusion | AID 485298 | Potency, µM (series often up to 46.1 µM), for the others: at the top dose growth rescue (activation), usual class: activators | 0.23% of 320,000 active | S. cerevisiae fusion-defective mutant growth rescue, CellTiterGlo 48 h;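 note: potency is the fitted concentration of half-maximal effect; % of control where 0% means no effect; nearly all actives have a fitted effect of over 45% in size; temperature-sensitive fusion mutants such as fzo1-1 at 37 °C on non-fermentable ethanol glycerol medium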
#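 Growth-rescue viability read-out: after 48 h at the non-permissive 37C in glycerol/ethanol YPEG, yeast mitochondrial fusion mutants are measured by CellTiterGlo luminescence; compounds (23 nl pinned per well) restoring growth score as division inhibitors or fusion activators.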
# S-ASM inh = blocks human secretory acid sphingomyelinase. AID 504937. 0.006% of 340,000 active. placental ASM, HMU-PC fluorogenic substrate, 60 min. Potency, µM (top dose mostly 57.5 µM), inactives show at the highest dose activity change, negative = inhibition, usual class: inhibitors. P17405; note: potency is the fitted concentration of half-maximal effect
#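 Fluorescence read-out (Ex 386 nm, Em 447 nm) after stopping the reaction at pH 10. Enzyme: ASM from human placenta; substrate HMU-PC0, 9 uM final; 60 min, 37 °C. Compound preincubation 10 min, ambient temperature.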
# TCR activator = activators of T cell receptors | primary human leukocytes, anti-CD3, IL-2 HTRF, 48 h | Potency, µM (top dose mostly 9.22 µM), for the others: top-dose activation of IL-2 secretion, most hits filed as activators | 330,000 tested, under 10 active; note: % of control where 0% means no effect
#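 Activity was scored as IL-2 release from primary human leukocytes given only a TCR signal (a-CD3 beads) plus compound for 48 hr. Detection used a two-antibody HTRF format read at 665nm.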
# TSHR antagonist = human thyrotropin receptor antagonism. activity change, negative = inhibition, % at 11.5 µM. TSHR-expressing cells, TSH-stimulated cAMP HTRF, 2 h; hits give low values. AID 504810. 0.2% of 330,000 active;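 active = activity change below a set negative limit, meaning inhibition stronger than a set level, cut at about -70% in these data; inconclusive = activity change between two set negative limits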; note: % is set by controls: 0 for no effect and ±100 for the full control effect
#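 TSHR-expressing cells were treated with compounds, then stimulated with TSH at EC80 (4nM final) for 2 hours at 37 deg C. Cellular cAMP was measured by HTRF competition between lysate cAMP and cAMP-d2 for a cryptate-labelled anti-cAMP antibody.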
# MLL CXXC-DNA inh = inhibitors of human MLL CXXC domain-DNA interaction | MLL-CXXC / FITC-HOXA9 DNA fluorescence polarization | Potency, µM (highest dose often 115 µM), for inactives: at the top dose activity change, negative = inhibition, usual class: inhibitors | 0.037% of 290,000 active; active = well fitted inhibition curve with a large enough effect in the polarisation, with a control signal flat, not every such curve was filed as active; inconclusive = small, poorly fitted or top-dose-only effect, or effect the other way, or a change in a side signal; inactive = no such curve, though single readings can be large or run the other way; the % refers to the polarisation; note: potency is the fitted concentration of half-maximal effect
#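 Fluorescence polarization: 7 uM MLL-CXXC (stock) preincubated 5 min with compounds, then 50 nM fluorescein-HOX-A9 DNA (stock) added; 30 min ambient. Buffer 50 mM Tris-HCl pH 7.5, 50 mM NaCl, 1 mM DTT, 0.05% BSA.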
# MBNL1-CUG inh = inhibitors of human MBNL1 binding to CUG repeat RNA; Potency, µM (highest dose often 57.5 µM), for inactives: top-dose activity change, negative = inhibition, hits mostly inhibitors; TR-FRET MBNL1-His/biotin-(CUG)12 binding, 665/545 ratio; 0.036% of 280,000 active; active = well fitted inhibition curve with a large enough effect in the signal ratio, with a control signal flat, not every such curve was filed as active; inconclusive = small, poorly fitted or top-dose-only effect, or effect the other way, or a change in a side signal; inactive = no such curve, though single readings can be large or run the other way; the % refers to the signal ratio; note: potency is the fitted concentration of half-maximal effect; % is set by controls: 0 for no effect and ±100 for the full control effect
#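 Ratiometric TR-FRET (665 over 545 nm, excitation 340 nm) tracks disruption of MBNL1-His/biotin-(CUG)12 complex after 60 min at room temperature, with compounds at 92 nM to 58 uM final.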
# a7 integrin act = integrin-mediated muscular dystrophy alleviation activation. alpha7betagal myoblasts, beta-gal FDG fluorescence, 48 h. Potency, µM (series often up to 38.3 µM), for the others: at the top dose activation, actives largely listed as activators. 0.064% of 350,000 active. AID 624291;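 note: potency is the fitted concentration of half-maximal effect; 100% = response of the positive control SU9516; nearly all actives have a fitted effect of over 60% in size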
#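 Alpha7betagal+/- myoblasts (passage 13) were plated 16-24 hr, then exposed to compounds (1:260 dilution of DMSO stock) for 48 hours at 37C. After MPER lysis, β-galactosidase reporter activity was read as FDG fluorescence (ex 480/em 540) after 30 minutes.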
# * hit, by the source's call; u = inconclusive; x = not tested or not shown; [ ] = dose if it differs, or a comment. Unless noted, calls come from the whole dose curve; as a rule, active = well fitted curve in the direction sought with a large enough effect; inconclusive = small, poorly fitted or top-dose-only effect, or another doubt; inactive = no such curve, though single readings can be large; an effect the other way counts as inactive or inconclusive. An excerpt; rates above refer to the full screens.
item	Structure	PTAP TSG101 blk	A-T KAP1 phos	Menin MLL FP TR	Mito fusion yeast	S-ASM inh
1	COc1cc2cc(CN(Cc3cccnc3)C(=O)NCc3ccccc3)c(=O)[nH]c2cc1OC	-1%	6%	-28%	7%	41%[activator]
2	CCC(C)[C@H](NC(=O)N1CCn2c1nc1ccccc12)C(=O)NCC1CCCO1 (stereo partly drawn)	-12%	-1%	-5%	18%	-2%
3	CN(CC(=O)Nc1ccccc1C(F)(F)F)C(=O)c1cc(Cl)nc2ccccc12	1%	9%	x	-2%	9%
4	COc1cc(OC)cc(C(=O)N(Cc2nc(-c3cccc(C)c3)no2)C(C)C)c1	0%	-9%	14%	-1%	-1%
5	CC(C)COC(=O)Nc1nnc(SCc2ccccc2F)s1	-1%	4%	-18%	0%	6%
6	Cc1cc2c(cc1C)C(c1ccsc1)CC(=O)N2 (stereo not drawn)	-2%	8%	-1%	2%	4%
7	Cc1ccc(NC(=O)COC(=O)c2ccc3c(c2)OCO3)cc1S(=O)(=O)N1CCCCC1	-12%	5%	-1%	27%	-2%
8	CO[C@H]1C=CO[C@@]2(C)Oc3c(C)c(O)c4c(O)c(c(C=NN5CCN(C6CCCC6)CC5)c(O)c4c3C2=O)NC(=O)C(C)=CC=C[C@H](C)[C@H](O)[C@@H](C)[C@@H](O)[C@@H](C)[C@H](OC(C)=O)[C@@H]1C	x	x	u	7%	x
9	Cc1ccc(C(=O)NN=CC(=O)c2ccccc2)c(C)c1	-14%	-3%	x	x	0%
10	OC(C#CCN1CCCC1)(c1ccccc1)c1cccnc1 (stereo not drawn)	-1%	-8%	-16%	-15%	2%
11	O=C(/C=C/c1ccc(Cl)c(Cl)c1)NCCCn1ccnc1	-3%	-6%	8%	-2%	0%
12	CCCC(=O)n1nc(-c2ccc(OC)cc2)nc1N	-7%	1%	-2%	-3%	-4%
13	COc1ccc(N2CCN(CC(O)c3c[nH]c4ccc(OC)cc34)CC2C)cc1 (stereo not drawn)	-7%	11%	30%	3%	0%
14	COc1cc(C)c(C(C)C)cc1S(=O)(=O)NCCCn1ccnc1	-6%	10%	-7%	5%	0%
15	CN1CCN(C(CNC(=O)C(=O)Nc2ccc3c(c2)OCCO3)c2ccc(F)cc2)CC1 (stereo not drawn)	-4%	3%	x	-9%	0%

item	TCR activator	TSHR antagonist	MLL CXXC-DNA inh	MBNL1-CUG inh	a7 integrin act
1	-2%	18	-11%	-2%	-20%
2	1%	39	-1%	-5%	-6%
3	-3%	4	x	x	-17%
4	-96%	3	-6%	0%	u
5	-1%	-4	10%	-1%	16%
6	6%	31	-4%	x	11%
7	-10%[46.1 µM]	0	9%	-7%	9%
8	x	7	11%	u	x
9	x	7	x	x	-17%
10	-60%	10	-9%	-14%	-22%
11	7%	16	13%	24%	-24%
12	7%	0	69%[activator]	-7%	22%
13	2%	24	3%	-4%	-12%
14	0%	6	3%	-1%	8%
15	5%	2	x	x	-21%

# (more compounds)
item	Structure	PTAP TSG101 blk	A-T KAP1 phos	Menin MLL FP TR	Mito fusion yeast	S-ASM inh
16	CCCCC(=O)Nc1cccc(-c2nc3ncccc3o2)c1	-6%	2%	-6%	12%	-1%
17	COC(=O)Cc1c(C)nc(SCc2ccccc2)[nH]c1=O	-1%	-7%	-1%	6%	1%
18	CCc1nc(SCC(=O)N2CCOCC2)c2c(=O)n(C)c(=O)n(C)c2n1	0%	10%	u	1%	-2%
19	CC1CCC2C(C1)Nc1c(C(=O)O)cccc1C2(C)C (stereo not drawn)	0%	2%	u	8%	371%[activator]
20	O=C(N/N=C/c1cc(Cl)ccc1O)c1ccncc1	0%	-23%	x	2%	0%
21	CCn1c(SCC(=O)Nc2ccccc2OC)nnc1-c1cnccn1	-9%	5%	-9%	3%	-1%
22	CCCCN1C(=O)N(C)C2NC(=S)NC21 (stereo not drawn)	-6%	3%	x	-4%	7%
23	Cc1ccc(S(=O)(=O)NCCC2=CCCCC2)cc1C(N)=O	-6%	-9%	x	0%	0%
24	COc1ccc(NC(=O)CN(C)CC(=O)Nc2ccc3c(c2)CCC3)cc1	0%	6%	1%	-3%	-1%
25	CCCNC(=O)C(CC)NC(=O)c1ccc(C#N)cc1 (stereo not drawn)	-2%	3%	x	-6%	-1%
26	N#C/C(=C\c1ccc(O)cc1)C(=O)NCc1ccccc1	-1%	-7%	31%[activator]	-6%	6%
27	CC1CN(c2ccnc3cc(Cl)ccc23)CC(C)O1 (stereo not drawn)	0%	-3%	-4%	-72%[inhibitor]	1%
28	CCOc1ccc(N(Cc2ccc(OC)cc2)C(=O)c2ccco2)cc1	-5%	7%	-23%	u	-9%
29	CC(=O)Nc1cccc(NC(=O)CSc2nnnn2C(C)C)c1	-1%	-1%	-2%	0%	4%
30	COCC(=O)N1CCC(Oc2ccc(C(=O)NC3CCOC(C)(C)C3)cc2)CC1 (stereo not drawn)	x	0%	-7%	0%	3%

item	TCR activator	TSHR antagonist	MLL CXXC-DNA inh	MBNL1-CUG inh	a7 integrin act
16	3%	-8	3%	9%	0%
17	3%	-6	-3%	-4%	10%
18	-2%	22	7%	-3%	-6%
19	2%	8	-8%	-6%	-4%
20	8%	6	u	18%	-4%
21	-9%	-4	-5%	-10%	14%
22	1%	7	15%	-3%	-2%
23	-2%	-22	-16%	-3%	-26%
24	-1%	0	10%	-5%	-25%
25	-3%	4	x	x	14%
26	2%	0	13%	21%	u
27	-2%	-1	34%[activator]	1%	-12%
28	-5%	-1	14%	-4%	-6%
29	-3%	-4	-2%	u	-12%
30	5%	15	-11%	-3%	u

# By substructure: the entries above containing an NH in an aromatic ring.
item	Structure	PTAP TSG101 blk	A-T KAP1 phos	Menin MLL FP TR	Mito fusion yeast	S-ASM inh
1	COc1cc2cc(CN(Cc3cccnc3)C(=O)NCc3ccccc3)c(=O)[nH]c2cc1OC	-1%	6%	-28%	7%	41%[activator]
13	COc1ccc(N2CCN(CC(O)c3c[nH]c4ccc(OC)cc34)CC2C)cc1 (stereo not drawn)	-7%	11%	30%	3%	0%
17	COC(=O)Cc1c(C)nc(SCc2ccccc2)[nH]c1=O	-1%	-7%	-1%	6%	1%

item	TCR activator	TSHR antagonist	MLL CXXC-DNA inh	MBNL1-CUG inh	a7 integrin act
1	-2%	18	-11%	-2%	-20%
13	2%	24	3%	-4%	-12%
17	3%	-6	-3%	-4%	10%

# New compounds follow:
item	Structure	PTAP TSG101 blk	A-T KAP1 phos	Menin MLL FP TR	Mito fusion yeast	S-ASM inh
31	O=C1CN(C(=O)NCC(=O)N[C@H](Cc2ccccc2)C(=O)O)c2ccccc2N1	-5%	3%	-12%	-2%	4%
32	CC(C)C(NC(=O)/C(=C/c1ccco1)NC(=O)c1ccc(Br)o1)C(=O)O (stereo not drawn)	-4%	15%	-3%	4%	4%
33	NC(=O)[C@H]1CC2(CC(c3cccc(NC(=O)[C@H]4CCC(=O)N4)c3)=NO2)CN1C(=O)c1ccccc1 (stereo partly drawn)	2%	10%	x	-7%	0%
34	Fc1ccc(-c2nn(-c3ccccc3)cc2CNCc2ccccc2)cc1	-2%	0%	9%	-27%	-2%
35	O=C(NCCN1CCOCC1)c1ccccc1Oc1ccccc1	-3%	-4%	-4%	11%	2%
36	CCC(=O)Nc1ccc(NC(=S)NC(=O)c2oc3ccccc3c2C)cc1	0%	5%	-5%	-2%	3%
37	O=C(NCc1ccco1)c1cccc(NS(=O)(=O)c2cccc(F)c2)c1	-3%	-3%	15%	-3%	x
38	Cc1cc(OCc2ccc(C(=O)Nc3ccc(C(=O)O)cc3)o2)ccc1Cl	-10%	20%	u	12%	1%
39	COC(=O)N1CCc2c(sc(NC(=O)C3COc4ccccc4O3)c2C(N)=O)C1 (stereo not drawn)	1%	5%	x	3%	-7%

item	TCR activator	TSHR antagonist	MLL CXXC-DNA inh	MBNL1-CUG inh	a7 integrin act
31	7%	-5	3%	10%	3%
32	3%	3	38%[activator]	13%	1%
33	0%	-7	3%	-4%	-2%
34	6%	2	-2%	-5%	-67%[inhibitor]
35	-2%	19	-5%	-4%	-9%
36	-1%[46.1 µM]	-1	-1%	-27%[11.5 µM]	4%
37	1%[46.1 µM]	-5	-4%	x	24%
38	4%	-15	0%	-6%	-36%
39	-1%	-1	x	x	31%
